# Source: PubChem BioAssay
# FUS suppressor: qHTS for Suppressors of FUS Proteinopathy: Primary screen using FUS-linked yeast assay | S. cerevisiae FUS-expressing, growth rescue, OD600, 24 h | Potency, µM (series often up to 76.6 µM), inactives show at the top dose growth rescue (activation), actives largely listed as activators | actives 0.24% (n = 390,000) | AID 1347120, 2019;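 note: plate controls were DMSO vehicle for no effect and reference control for full effect; nearly all actives have a fitted effect of over 55% in size; some results filed as inactive show a strong effect at the top dose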
#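 Absorbance at 600 nm, taken 24hr after compound addition, measured rescue of FUS-yeast growth at 30C. Induction used 2% galactose with seeding at OD 0.005. Controls: CP55940 from 92uM final, DMSO only.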
# aSyn rescue: qHTS of alpha-syn Inhibitors. Yeast expressing alpha-synuclein, growth rescue, BacTiter-Glo, 24 h. Potency, µM (top dose mostly 46.1 µM), for the others: top-dose growth rescue (activation), most hits filed as activators. actives 0.14% (n = 370,000); note: % of control where 0% means no effect; nearly all actives have a fitted effect of over 65% in size
#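 Readout is rescue of growth in alpha-synuclein-expressing yeast, so inhibitors of toxicity appear as activators. Growth after 24 hr at 30 deg C in galactose medium is quantified by luminescence.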
# TDP-43 yeast inh: qHTS of TDP-43 Inhibitors; actives 1.8% (n = 410,000); Potency, µM (doses to about 46.1 µM), for inactives: at the top dose growth rescue (activation), actives largely listed as activators; AID 652104, 2013; TDP-43 expressing yeast growth rescue, BacTiter-Glo, 24 h; note: % of control where 0% means no effect; nearly all actives have a fitted effect of over 50% in size
#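 Luminescence from BacTiter-Glo reports growth of TDP-43-expressing yeast after 24 hr at 30 deg C with compound. Cells were raffinose-pregrown to mid-log, then seeded in galactose medium at OD600=0.02.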
# EPAC2 ag: qHTS for Agonist of cAMP-regulated guanine nucleotide exchange factor 4 (EPAC2): primary screen; Rap guanine nucleotide exchange factor 4 (Homo sapiens), Q8WZA2; EPAC2 activation, biochemical qHTS; response scale: 100% = 6.5 mM cAMP response; Potency, µM (top dose mostly 154 µM), inactives show at the highest dose activation, hits mostly activators; actives 0.079% (n = 360,000); AID 720711, 2013; note: nearly all actives have a fitted effect of over 50% in size
# Target sequence (Q8WZA2 whole entry, looked up): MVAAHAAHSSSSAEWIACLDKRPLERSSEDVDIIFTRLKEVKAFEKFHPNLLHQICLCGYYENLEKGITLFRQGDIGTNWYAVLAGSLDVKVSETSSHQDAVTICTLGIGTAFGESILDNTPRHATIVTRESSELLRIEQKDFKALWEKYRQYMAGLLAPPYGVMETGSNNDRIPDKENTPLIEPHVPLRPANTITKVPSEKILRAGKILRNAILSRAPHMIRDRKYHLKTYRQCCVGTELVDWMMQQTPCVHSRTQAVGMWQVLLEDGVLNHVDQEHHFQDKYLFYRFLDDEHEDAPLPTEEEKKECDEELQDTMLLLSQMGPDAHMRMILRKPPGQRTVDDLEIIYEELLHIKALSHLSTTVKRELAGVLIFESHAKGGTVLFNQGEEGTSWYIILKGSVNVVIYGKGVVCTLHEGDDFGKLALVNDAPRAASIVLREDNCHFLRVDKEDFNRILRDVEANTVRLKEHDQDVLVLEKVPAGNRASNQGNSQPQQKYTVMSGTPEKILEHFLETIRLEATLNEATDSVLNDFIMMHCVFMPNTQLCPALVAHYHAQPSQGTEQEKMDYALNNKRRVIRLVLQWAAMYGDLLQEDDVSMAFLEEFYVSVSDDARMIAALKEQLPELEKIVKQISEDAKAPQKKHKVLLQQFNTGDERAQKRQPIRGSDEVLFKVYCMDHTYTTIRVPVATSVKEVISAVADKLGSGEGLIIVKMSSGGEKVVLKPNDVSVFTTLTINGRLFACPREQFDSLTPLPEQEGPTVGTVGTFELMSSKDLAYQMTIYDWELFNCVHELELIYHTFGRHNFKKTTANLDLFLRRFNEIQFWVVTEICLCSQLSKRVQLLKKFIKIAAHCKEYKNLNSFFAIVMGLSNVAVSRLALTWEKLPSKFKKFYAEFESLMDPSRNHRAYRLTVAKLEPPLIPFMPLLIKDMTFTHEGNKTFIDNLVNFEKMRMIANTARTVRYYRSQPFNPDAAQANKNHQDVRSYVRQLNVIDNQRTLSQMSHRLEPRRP
#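 Guanine nucleotide exchange by EPAC2 is measured as reduced fluorescence of BODIPY-GDP once it is released from 250 nM Rap1B. Plates are read kinetically for 30 min at room temperature; results are scaled to 6.5 mM cAMP.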
# EPAC1 agonist: qHTS for Agonist of cAMP-regulated guanine nucleotide exchange factor 3 (EPAC1): primary screen; actives 0.073% (n = 360,000); Potency, µM (titrated, usually from 154 µM), inactives show at the top dose activation, actives largely listed as activators; EPAC1 agonist qHTS, biochemical assay; response scale: 100% = response to 6.5 mM cAMP; note: nearly all actives have a fitted effect of over 60% in size
#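 Nucleotide exchange by EPAC1 (100 nM) on Rap1B–BODIPY-GDP (250 nM) in the presence of 50 uM GDP is tracked fluorescently at 480/540 nm over 30 min. Signals are normalized to a 6.5 mM cAMP control.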
# EPAC1 antag: qHTS for Antagonist of cAMP-regulated guanine nucleotide exchange factor 3 (EPAC1): primary screen; EPAC1 GEF assay, Rap1b-BODIPY-GDP exchange fluorescence; Rap guanine nucleotide exchange factor 3 (Homo sapiens), O95398; Potency, µM (highest dose often 115 µM), for the others: at the top dose activity change, negative = inhibition, hits mostly inhibitors; actives 0.14% (n = 360,000);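 note: plate controls were vehicle for no effect and positive control for full effect; nearly all actives have a fitted effect of over 50% in size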
# PTHR1 agonist: qHTS for PTHR1 Agonists: Primary Screen; HEK293 GP2 PTHR1 cells, GloSensor cAMP luminescence, 1 h; Potency, µM (doses to about 115 µM), for inactives: at the top dose activation, actives largely listed as activators; actives 0.075% (n = 410,000); note: nearly all actives have a fitted effect of over 55% in size; some results filed as inactive show a strong effect at the top dose; inactives centre near -15; many of its hits are not listed in these tables
#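 HEK-293-derived GP2 cells expressing PTHR1 and a GloSensor cAMP reporter, 3,000/well, plated overnight, given luciferin plus IBMX (each 0.5 mM as added) for 1 h at 37 °C, then compound for 1 h at 37 °C. Luminescence was read after 15 min at room temperature.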
# EPAC2 antagonist: qHTS for Antagonist of cAMP-regulated guanine nucleotide exchange factor 2 (EPAC2): primary screen; Rap guanine nucleotide exchange factor 4 (Homo sapiens), Q8WZA2; EPAC2 GEF exchange of Rap1B-BODIPY-GDP, fluorescence; Potency, µM (titrated, usually from 114 µM), inactives show at the highest dose activity, negative = inhibition, usual class: inhibitors; actives 0.18% (n = 360,000); AID 720708, 2013; note: % is set by controls: 0 for no effect and ±100 for the full control effect; nearly all actives have a fitted effect of over 45% in size; many of its hits are not listed in these tables
# Starred values were filed as active, the others as inactive; i = inactive; ? = inconclusive; / = not tested or not shown; [ ] = remark or other dose. Calls come from the whole dose curve; as a rule, active = well fitted curve in the direction sought with a large enough effect; inconclusive = small, poorly fitted or top-dose-only effect, or another doubt; inactive = no such curve, though single readings can be large; an effect the other way counts as inactive or inconclusive. Potency is the fitted concentration of half-maximal effect.
SMILES,FUS suppressor,aSyn rescue,TDP-43 yeast inh,EPAC2 ag,EPAC1 agonist,EPAC1 antag,PTHR1 agonist,EPAC2 antagonist
COc1cc(CN2CCCC(N3CCc4ccccc4C3)C2)c(Cl)cc1O (centres undefined),5%,-7%,1%,2%,-7%,5%,i,10%
Cc1cccc(OCCCN2CCCCCC2)c1,-10%,2%,2%,11%,4%,-6%,i,-3%
Cc1ccc(NC(=O)C(C)[n+]2ccccc2)cc1[N+](=O)[O-] (centres undefined),0%,0%,3%,9%,8%,-11%,-10%,3%
COc1ccc(CCNC(=O)c2ccc(CN3CCC(Cc4ccccc4)CC3)cc2)cc1OC,/,5%,-1%,4%,0%,-11%,-21%,-1%
O=C(COC(=O)c1ccc(F)cc1F)Nc1cc(S(=O)(=O)N2CCOCC2)ccc1Cl,14%,-8%,-14%,18%,4%,3%,i,0%
C=CCCCCCCCCc1nc(=S)[nH][nH]1,17%,18%,?,14%,0%,12%,i,15%
COc1ccc(C(=O)c2ccc(Br)cc2)cc1,-7%,0%,-9%,4%,-4%,4%,i,9%
O=S(=O)(NCc1ccccn1)c1cc(Cl)ccc1Cl,-3%,-15%,-10%[1.82 µM],4%,3%,-11%,i,-2%
COc1ccc(O)c(/C=N/NC(=O)CN2CCS(=O)(=O)CC2)c1,-24%,0%,-9%,1%,16%,-4%,i,5%
CC1=CC=CN2C1=NC(=O)CC2(C)C(=O)N(CC(=O)NC1CCCC1)c1ccccc1C (centres undefined),-26%,-9%,24%,12%,8%,16%,-2%,23%
CCNC(=S)N1CCN(c2cccc(C(F)(F)F)c2)CC1,-11%,5%,?,-8%,-13%,-14%,-19%,5%
CN(C(=O)COC(=O)Cc1c(F)cccc1Cl)c1c(N)n(Cc2ccccc2)c(=O)[nH]c1=O,/,1%,17%,-5%,4%,-8%,i,-2%
COc1ccc(Br)cc1CNC(=O)C1CCN(S(=O)(=O)N2CCCC2)CC1,3%,8%,-4%,6%,-4%,17%,-1%[57.5 µM],4%
CC(=O)NC(C)C12CC3CC(CC(C(=O)O)(C3)C1)C2 (centres undefined),-4%,1%,-3%,7%,-2%,-3%,-1%,0%
CC(=O)Nc1cccc(NC(=O)CSc2nc(=O)n3cccc(C)c3n2)c1,12%,-4%,10%,-8%,12%,4%,i,-2%
CCOC(=O)C1CCCCN1Cc1cc(OC)ccc1OC (centres undefined),-11%,6%,-22%,3%,1%,11%,-8%[57.5 µM],10%
Cc1ccc(NC(=S)N2CCN(Cc3ccccc3)CC2)cc1,-21%,-3%,7%,1%,11%,-3%,-1%,-13%
O=C(Nc1ccc(NC(=S)NC(=O)C(c2ccccc2)c2ccccc2)cc1)c1ccccc1,-1%,-14%,0%,9%,-11%,-9%,i,16%
COc1ccc(Cl)cc1NC(=O)CCCC(=O)c1ccccc1,37%,14%,?,5%,2%,-15%,i,-12%
Cc1cccc(C)c1OCc1nnc(SCC(=O)Nc2ccccc2F)o1,-26%,1%,23%,-7%,-17%,-23%,-7%,-10%
C[C@H](CO)N1C[C@H](C)[C@@H](CN(C)Cc2ccc3c(c2)OCO3)Oc2c(NC(=O)Cc3ccccc3)cccc2C1=O,1%,1%,1%,4%,8%,-9%,-25%,-24%
NC1=NN(c2c(Cl)cc(Cl)cc2Cl)C(=O)C1,/,2%,20%,-2%,4%,2%,i,6%
O=C(O)c1cccc(-n2cnnn2)c1,-14%,2%,9%,9%,5%,-8%,-23%,-5%
COc1cccc(CNc2ncc(Br)cc2Br)c1O,-3%,-10%,-11%,30%,30%,-24%,-61%[inhibitor][57.5 µM],-16%
O=C(CSc1nc2ccccc2o1)c1ccccc1,-44%,2%,20%,-6%,5%,-26%,-25%,-1%
C=C1C(=O)[C@]23C[C@H]1CCC2[C@]1(C)C(=O)CC[C@@](C)(C(=O)O)C1C[C@@H]3O (some centres undefined),-10%,16µM*,13µM*,8%,2%,-3%,-43%,0%
CCOc1ccc(C(C)NC(=O)C2CCN(S(=O)(=O)c3ccc(OC)cc3)CC2)cc1OCC (centres undefined),/,3%,19%,1%,9%,3%,-2%,-4%
COc1ccccc1/C=C/C=N/n1c(-c2ccccn2)n[nH]c1=S,22%,4%,17%,6%,-14%,-20%,i,-2%
Cc1ccc(N2CC(C(=O)Nc3cc(C(F)(F)F)ccc3N3CCCC3)CC2=O)cc1 (centres undefined),4%,0%,2%,-5%,2%,-4%,-10%,-3%
COc1ccc(CC(=O)N2CCc3cc(OC)c(OC)cc3C2C)c(OC)c1 (centres undefined),17%,-1%,-7%,6%,-31%[inhibitor],-11%,i,3%
Cc1ccc(C(=O)C2=C(O)C(=O)N(CCCN(C)C)C23C(=O)N(C)c2ccccc23)o1 (centres undefined),-14%,-2%,-15%,6%,6%,3%,-4%[57.5 µM],-1%
Cc1noc(C)c1COc1ccc(C(=O)N2CCN(S(=O)(=O)c3cccc(F)c3)CC2)cc1,8%,11%,-6%,7%,-7%,-23%,-21%,4%
CC(C)(C)c1ccc(NC(=O)CNC2CCCc3ccccc32)cc1 (centres undefined),16%,-1%,-22%,17%,0%,6%,-3%,5%
CCOC(=O)Nc1ccc2c(c1)N(C(=O)N1CCN(C)CC1)c1ccccc1S2,8%,-3%,-6%,12%,1%,-3%,i,8%
Cc1cc(C)n(-c2ccc(C(=O)N3CCc4ccccc43)cc2)n1,23%,-3%,11µM*,-7%,5%,-6%,-40%[inhibitor],-2%
CCOC(=O)Cn1nc(C)n(-c2cccc(Cl)c2)c1=O,-17%,-1%,-2%,4%,2%,6%,i,2%
O=C(Nc1cc([N+](=O)[O-])ccc1N1CCCC1)c1ccco1,-11%,-7%,5%,4%,13%,-14%,-12%,1%
COc1cccc(C2/C(=C(/O)c3ccccc3)C(=O)C(=O)N2Cc2ccco2)c1 (centres undefined),-7%,4%,-1%,1%,3%,4%,i,-8%
CCC1(C)Cc2ccccc2-c2nc(NCCCO)n(-c3ccccc3)c(=O)c21 (centres undefined),?,-6%,-6%,6%,-4%,1%,?,11%[57.1 µM]
O=C(NC1CCCCC1)C12CC3CC(C1)CC(n1cncn1)(C3)C2,-10%,2%,14%,-8%,0%,3%,i,0%
COc1ccc(OCCC(=O)OCC(=O)NCCc2ccccc2)cc1,3%,10%,-6%,-2%,-5%,11%,i,2%
NC(=O)C1=C[C@H](c2ccc(Br)cc2)C[C@H](OCc2ccc(CO)cc2)O1,21%,3%,4%,12%,-15%,2%,-8%,-6%
COc1ccc(NC2CCCN(C(=O)c3csc(C(C)C)n3)C2)cc1 (centres undefined),-1%,-1%,12%,7%,0%,-2%,-9%,5%
N#CC1=C(N)OC(c2ccccc2)=C(C#N)C1c1ccc2c(c1)OCO2 (centres undefined),21%,?,?,5%,6%,-18%,-25%[57.5 µM],-9%
COc1cc(OC)cc(C(=O)NC(=S)Nc2nc(-c3cc4ccccc4o3)cs2)c1,14%,-9%,-16%,5%,10%,-21%,3%,9%
Cc1cc(C)c2nc(-c3cccc(Cl)c3)c(C)c(C(=O)N3CCOCC3)c2c1,28%,-12%,?,13%,8%,-38%,-47%[inhibitor],-27%
COc1ccccc1NC(=O)C1=C(C)Nc2ncnn2C1c1sccc1C (centres undefined),-10%,0%,4%,/,/,/,i,/
Cc1ccc(NC(=O)CNC(=O)c2ccc(C)s2)nc1,14%,4%,18%,-4%,3%,5%,i,-7%
Cc1cc(C)nc(N2CCC(C(=O)N3CCN(c4cc(Cl)ccc4C)CC3)CC2)n1,40%,-1%,16%,16%,12%,-3%,-16%[57.5 µM],0%
CN(C)S(=O)(=O)c1ccc(N2CCCC2)c(C(=O)NC(c2ccccc2)c2ccccc2)c1,3%,1%,2%,6%,4%,2%,-5%[57.5 µM],-6%

# Looked up one by one from above (two):
SMILES,FUS suppressor,aSyn rescue,TDP-43 yeast inh,EPAC2 ag,EPAC1 agonist,EPAC1 antag,PTHR1 agonist,EPAC2 antagonist
O=C(Nc1ccc(NC(=S)NC(=O)C(c2ccccc2)c2ccccc2)cc1)c1ccccc1,-1%,-14%,0%,9%,-11%,-9%,i,16%
Cc1ccc(NC(=O)CNC(=O)c2ccc(C)s2)nc1,14%,4%,18%,-4%,3%,5%,i,-7%

# Grouped by structure, the entries above with a thiophene ring, fused or not
SMILES,FUS suppressor,aSyn rescue,TDP-43 yeast inh,EPAC2 ag,EPAC1 agonist,EPAC1 antag,PTHR1 agonist,EPAC2 antagonist
COc1ccccc1NC(=O)C1=C(C)Nc2ncnn2C1c1sccc1C (centres undefined),-10%,0%,4%,/,/,/,i,/
Cc1ccc(NC(=O)CNC(=O)c2ccc(C)s2)nc1,14%,4%,18%,-4%,3%,5%,i,-7%

# Later entries.
SMILES,FUS suppressor,aSyn rescue,TDP-43 yeast inh,EPAC2 ag,EPAC1 agonist,EPAC1 antag,PTHR1 agonist,EPAC2 antagonist
COC(=O)c1sccc1NC(=O)CC1C(=O)NCCN1C(=O)Nc1ccc(OCc2ccccc2)cc1 (centres undefined),?,3%,15%,8%,7%,-17%,-18%,-19%
COc1ccc(N=C(c2ccccc2)c2c(C)[nH]n(-c3ccccc3)c2=O)c(OC)c1,14%,10%,-12%,5%,8%,-19%,-6%,-6%
COc1ccc(CCNC(=O)CN2C(=O)C3(OCCCO3)c3ccccc32)cc1OC,-13%,0%,-22%,7%,-1%,12%,-1%,12%
CC(=O)N1CCCC(N2CCN(c3cccc(C(F)(F)F)c3)CC2)C1 (centres undefined),-15%,-1%,14%,7%,16%,7%,-50%[inhibitor],-1%
CN(CCNC(=O)c1ccc(N2CCCC2=O)cc1)CCc1ccccc1,1%,12%,-3%,0%[15.6 µM],0%,-3%,i,11%
CCc1noc(C)c1C(=O)NNC(=O)c1cc(OC)cc(OC)c1,-24%,5%,2%,-3%,8%,3%,-14%,3%
Cc1noc(C)c1S(=O)(=O)Nc1ccc(O)c2c(=O)cc(-c3ccccc3Cl)oc12,-6%,-8%,8%,9%,4%,-5%,-19%,-13%
COc1ccc(CCNC(=O)CSc2nc(=O)[nH]c3c2CCC3)cc1OC,3%,-12%,0%,8%,7%,-2%,i,-3%

# Some of the compounds tested (hit frequency here may not be typical).
